# F508del corr = correctors of CFTR F508del function in bronchial epithelial cells | CFBE cells, YFP halide quenching; stimulated with forskolin plus potentiator P3; % fluorescence drop versus neutral controls | activity (quench increase), % at 7.58 µM | 350,000 compounds, 0.36% hits | AID 720511;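 active = mean added fluorescence quench of at least 8% versus neutral control, with both replicates also reaching 8%; inconclusive = only one of the mean or replicate conditions met; inactive = mean below 8% and not both replicates reaching 8%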;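 note: cells transiently co-express mutant CFTR-F508del with the halide-sensitive YFP; corrector assay measuring rescue of mutant channel to the surface after 24 h compound exposure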
# Xi reactivation = X-chromosome reactivation activator; XiGFP mouse fibroblasts, % GFP-positive cells imaging, 3 d; cells co-treated with 5-aza-dC sensitizer; scaled so ellipticine positive control = 100%; activation, % at 7.58 µM; 360,000 compounds, 0.055% hits; AID 743238;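 active = mean normalized replicate activation at least 10% and every replicate at or above 10%; inconclusive = only one of the two criteria met; inactive = mean below 10% and not all replicates reach 10%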;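 note: 0% = median of on-plate neutral control wells and 100% = ellipticine 6 µM median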
#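 material = 68-5-11 XiGFP fibroblast line | medium = DMEM plus 5-aza-dC sensitizer | schedule = 3 days compound exposure | benchmarks = positive control ellipticine, 6 µM final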
# esBAF inh = SWI/SNF esBAF complex inhibition | reporter increase, % at 12.5 µM | mouse ES cells, Bmi1-luciferase knock-in reporter, 24 h; 100% = twice the neutral-well signal | 350,000 compounds, 2% hits; in the data active = activation above about 40%; inconclusive = no clear call, values can overlap the other calls;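 note: 0% = median of the plate's neutral control wells and 100% = double that signal; a rise in the Bmi1 reporter signal indicates esBAF inhibition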
# ERAP1 inh = blocks human ERAP1 aminopeptidase activity. recombinant ERAP1, Leu-AMC fluorescence, 60 min. AID 652197. Q9NZ08. 340,000 compounds, 0.15% hits. inhibition, % at 10.7 µM;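 active = mean replicate inhibition of at least 30%, or all replicates individually reaching that 30% level; inactive = mean below 30% and not every replicate reaching it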;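 note: 0% = neutral control wells and 100% = L-leucinethiol positive control wells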
# GSIS activator = primary screen for activators of insulin secretion dependent on glucose, INS-1E cells, GLuc reporter luminescence | INS-1E GLuc reporter insulin secretion, 2-3 h | activation, % at 16.6 µM | 370,000 compounds, 0.61% hits | AID 743287;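 active = lowest replicate activation of at least 40%, so every replicate reaches that level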;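 note: 0% = median of neutral control wells and 100% = median of IBMX positive control wells; some compounds called inactive have numbers as strong as hits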
# RAD54 branch = RAD54 (human) branch migration inhibition. Q92698. RAD54 Holliday junction branch migration, FAM/BHQ fluorescence. inhibition, % at 10.4 µM. 360,000 compounds, 0.14% hits. AID 602329;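 active = mean normalized replicate activity at least 40 and at least half of replicates scoring 40 or more; inconclusive = only one of the two criteria met; inactive = mean below 40 and under half of replicates reaching 40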;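 note: 0% = median of neutral control wells and 100% = median of positive control wells; inhibitors cause a drop in the FAM fluorescence signal; in these data hits start at about 50%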
# Target sequence (Q92698 whole entry, looked up): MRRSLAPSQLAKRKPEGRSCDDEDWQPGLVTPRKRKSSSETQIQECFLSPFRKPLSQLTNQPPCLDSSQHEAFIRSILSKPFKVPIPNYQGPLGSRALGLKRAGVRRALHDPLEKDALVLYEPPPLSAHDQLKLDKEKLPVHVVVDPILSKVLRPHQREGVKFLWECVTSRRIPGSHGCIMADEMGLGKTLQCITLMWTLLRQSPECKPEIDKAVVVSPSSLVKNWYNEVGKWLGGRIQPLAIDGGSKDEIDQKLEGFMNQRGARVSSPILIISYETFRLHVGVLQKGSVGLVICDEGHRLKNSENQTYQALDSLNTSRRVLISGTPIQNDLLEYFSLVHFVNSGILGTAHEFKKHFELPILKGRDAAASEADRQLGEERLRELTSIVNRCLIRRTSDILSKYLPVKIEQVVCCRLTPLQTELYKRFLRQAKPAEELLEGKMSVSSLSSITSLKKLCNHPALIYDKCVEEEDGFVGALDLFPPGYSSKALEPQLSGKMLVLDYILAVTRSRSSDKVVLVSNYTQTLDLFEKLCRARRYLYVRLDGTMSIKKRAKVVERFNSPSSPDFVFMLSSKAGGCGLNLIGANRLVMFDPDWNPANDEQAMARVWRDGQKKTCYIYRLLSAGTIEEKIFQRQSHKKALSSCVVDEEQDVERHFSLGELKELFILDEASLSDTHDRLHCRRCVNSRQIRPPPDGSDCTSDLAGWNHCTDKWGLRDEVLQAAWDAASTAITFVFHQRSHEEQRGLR
# ARNT TACC3 PPI = disruptors of human ARNT/TACC3 interaction; AID 623870; AlphaScreen His-ARNT PAS-B/GST-TACC3 binding, luminescence; TACC3 fragment carries E629A point mutation; Q9Y6A5; 390,000 compounds, 0.66% hits; inhibition, % at 9.99 µM;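 active = mean inhibition of replicates at least 50% and at least half of replicates each reaching 50%; inconclusive = half or more replicates reach 50% but mean below 50%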;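 note: 0% = complete ARNT plus TACC3 wells and 100% = ARNT alone without TACC3; many hits fall short of the cut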
# RAD52 inh = blocks human RAD52 DNA annealing. recombinant RAD52 DNA annealing, FRET fluorescence. P43351. 360,000 compounds, 0.46% hits. inhibition, % at 18.7 µM. AID 651710;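 active = every replicate showing at least 50% inhibition; inconclusive = mean inhibition at least 50% but not in every replicate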
# The depositor's hits bear a star; ? = inconclusive; · = not tested or not shown. Rows are unselected; any-hit rate near 3.3%.
# The first 5 entries (preview)
entry	molecule	F508del corr	Xi reactivation	esBAF inh	ERAP1 inh	GSIS activator	RAD54 branch	ARNT TACC3 PPI	RAD52 inh
1	C[C@@H]1CN([C@H](C)CO)C(=O)c2cc(NC(=O)Cc3ccccc3)ccc2O[C@@H]1CN(C)S(=O)(=O)c1cccs1	3.1	0.2	1	2	-3	8	-7	-4
2	Cc1cccc(NC(=S)NC(=O)/C=C/c2ccco2)c1	?	0.1	-3	-1	-4	-2	·	-35
3	CCN(CC)S(=O)(=O)c1cc(NC(=O)COC(=O)c2sc3ccccc3c2Cl)ccc1C	·	0.0	·	-1	-4	2	-4	-7
4	Cc1ccc(CNC(=O)CN(C)S(=O)(=O)c2cccs2)cc1	-1.6	0.3	6	-5	10	1	-8	-25
5	COc1ccc(NC(=O)Cc2ccc(Cl)cc2)cc1S(=O)(=O)N1CCCCC1	5.3	0.6	3	-1	-49	-1	1	-23

# The whole of this part, from the start:
entry	molecule	F508del corr	Xi reactivation	esBAF inh	ERAP1 inh	GSIS activator	RAD54 branch	ARNT TACC3 PPI	RAD52 inh
1	C[C@@H]1CN([C@H](C)CO)C(=O)c2cc(NC(=O)Cc3ccccc3)ccc2O[C@@H]1CN(C)S(=O)(=O)c1cccs1	3.1	0.2	1	2	-3	8	-7	-4
2	Cc1cccc(NC(=S)NC(=O)/C=C/c2ccco2)c1	?	0.1	-3	-1	-4	-2	·	-35
3	CCN(CC)S(=O)(=O)c1cc(NC(=O)COC(=O)c2sc3ccccc3c2Cl)ccc1C	·	0.0	·	-1	-4	2	-4	-7
4	Cc1ccc(CNC(=O)CN(C)S(=O)(=O)c2cccs2)cc1	-1.6	0.3	6	-5	10	1	-8	-25
5	COc1ccc(NC(=O)Cc2ccc(Cl)cc2)cc1S(=O)(=O)N1CCCCC1	5.3	0.6	3	-1	-49	-1	1	-23
6	O=C(Nc1ccc2c(c1)OCO2)c1cc(C2CC2)on1	-0.7	0.0	32	5	1	-2	-1	-6
7	CC1CCN(C(=O)c2ccccc2NC(=O)c2cccc(S(=O)(=O)N(C)C)c2)CC1	-1.0	0.1	-5	-4	16	-8	-2	-20
8	CCOc1ccc(C(=O)NCC(=O)NC(C)CCc2ccccc2)cc1OCC (stereo not given)	0.8	0.3	-1	-3	-2	-7	4	-26
9	COc1ccc(C(CNC(=O)CCNS(=O)(=O)c2ccccc2C(F)(F)F)N2CCOCC2)cc1 (stereo not given)	3.6	0.3	-6	2	22	9	0	-3
10	COc1ccc(COC(=O)c2ccc(S(=O)(=O)N3CCCCC3)cc2)cc1OC	1.8	0.0	0	14	5	-10	·	-14
11	CCc1ccc(CCC(=O)N2CCN(S(=O)(=O)c3ccc(Br)cc3)CC2)cc1	0.3	0.0	11	-2	-35	-5	·	0
12	COCCCNC(=O)[C@]1(Cc2ccccc2N=[N+]=[N-])N=C(c2ccc(OCCCO)cc2)O[C@@H]1c1ccccc1	3.7	·	·	-3	·	-21	1	3
13	Cc1ccccc1S(=O)(=O)NCC[C@H]1CC[C@H](NS(=O)(=O)c2ccccc2C)[C@@H](CO)O1	1.8	0.3	0	-2	-23	1	5	-2
14	O=S(=O)(c1ccc(C(F)(F)F)cc1)N1CCN(CCc2ccccc2)CC1	-1.1	0.3	-9	1	3	5	-2	-18
15	CN(C)C(=S)Nc1ccc2c(c1)OCCO2	1.6	0.0	·	3	0	3	-4	2
16	COc1ccc(N2C(=NC(=O)CC3CCCCC3)SC3CS(=O)(=O)CC32)cc1 (stereo not given)	-2.1	0.1	-4	0	15	-17	-2	-10
17	Cc1noc(C(=O)Nc2ccc3c(c2)OCO3)c1Cl	4.1	0.0	51*	·	8	-17	2	-15
18	Cc1ccc(CONC(=O)c2ccccc2)cc1	1.7	0.0	·	-5	13	7	9	-7
19	C[C@H]1CCCCO[C@H](CN(C)S(=O)(=O)c2ccc(Cl)cc2)[C@@H](C)CN([C@@H](C)CO)C(=O)c2cc(NC(=O)Nc3cccc4ccccc34)ccc2O1	-1.8	0.2	-3	-1	10	1	-6	-10
20	O=C(Cc1ccc([N+](=O)[O-])cc1)OCc1c(F)cccc1Cl	0.0	0.1	6	-2	-4	-5	-10	-15

# An excerpt from above, reduced to ERAP1 inh and ARNT TACC3 PPI.
no.	canonical_smiles	ERAP1 inh	ARNT TACC3 PPI
9	COc1ccc(C(CNC(=O)CCNS(=O)(=O)c2ccccc2C(F)(F)F)N2CCOCC2)cc1 (stereo not given)	2	0
10	COc1ccc(COC(=O)c2ccc(S(=O)(=O)N3CCCCC3)cc2)cc1OC	14	·
11	CCc1ccc(CCC(=O)N2CCN(S(=O)(=O)c3ccc(Br)cc3)CC2)cc1	-2	·
12	COCCCNC(=O)[C@]1(Cc2ccccc2N=[N+]=[N-])N=C(c2ccc(OCCCO)cc2)O[C@@H]1c1ccccc1	-3	1

# (listing goes on)
entry	molecule	F508del corr	Xi reactivation	esBAF inh	ERAP1 inh	GSIS activator	RAD54 branch	ARNT TACC3 PPI	RAD52 inh
21	CCCCOc1ccc(C(=O)NCC(=O)NC2CC2)cc1	0.1	0.0	-1	-3	3	-3	-4	-2
22	O=C(Nc1nnc(C2CC2)s1)c1ccco1	5.0	0.1	·	-1	11	·	-4	-33
23	COCCCNC(=O)C[C@H]1C[C@H](C(=O)N2CCCCC2)[C@@]2(C)c3[nH]c4cc(-c5ccco5)ccc4c3CCN2C1=O	1.8	0.0	-3	·	-10	-1	2	-20
24	CCCCc1nc2cc(C(=O)N(C)C3CCOCC3)ccc2o1	1.1	0.6	94*	-4	-13	11	-2	-9
25	C[C@@H]1CCCCO[C@@H](CN(C)S(=O)(=O)c2cn(C)cn2)[C@H](C)CN([C@@H](C)CO)C(=O)c2cc(NS(=O)(=O)c3cccs3)ccc2O1	-3.0	0.0	3	1	4	2	-2	8
26	CNc1cncc(-c2ccc(F)cc2F)n1	-1.0	-0.1	7	-4	14	-8	·	-23
27	COc1cccc(S(=O)(=O)N2CCN(C(=O)c3ccco3)CC2)c1	-2.1	0.5	-8	0	7	10	-8	-12
28	COCCOC1CCN(C(=O)C2CCC(=O)N(CCc3ccc(OC)cc3)C2)CC1 (stereo not given)	0.2	0.1	-3	-7	16	-7	3	-15
29	Cc1cccc(-n2cnc(C(=O)O)c2)n1	-0.5	0.0	1	4	-1	-7	20	-24
30	CCC(=O)Nc1ccc2c(c1)C(=O)N(C)C[C@@H](OC)[C@H](C)CN(C(=O)Cc1cccnc1)[C@@H](C)CO2	1.0	0.4	1	-2	8	-3	-3	1
31	O=C(Nc1nnc(-c2ccncc2)o1)c1ccccc1	-0.1	0.1	·	2	16	·	52*	-33
32	CCC(=O)c1ccc(OCC(O)Cn2nc(C)c(C(C)=O)c2C)cc1 (stereo not given)	·	0.0	·	1	-15	·	·	-11
33	O=c1cc(CSc2nnc(COc3cccc4ccccc34)o2)c2ccccc2[nH]1	3.2	1.7	·	-3	-15	·	-1	-10
34	CC12CCC(=O)N1C(C(=O)NCCN1C(=O)S/C(=C\c3ccccc3F)C1=O)CS2 (stereo not given)	0.3	-0.1	·	-3	2	·	-1	-12
35	COc1ccc(N2CCN(C(=O)c3ccc(N4CCCCS4(=O)=O)cc3)CC2)cc1	0.7	0.3	9	-1	14	-2	-23	-8
36	COc1ccc2c3c([nH]c2c1)[C@@H](CO)N(C(=O)CN(C)C)CC31CCN(CC2CCCC2)CC1	2.0	0.0	·	1	-1	·	·	25
37	O=C(CSc1nc(-c2ccco2)cc(C(F)(F)F)n1)NCCCn1ccnc1	-2.7	0.4	-11	-3	11	-3	3	4
38	C[C@@H]1CN([C@H](C)CO)C(=O)c2cccc(N(C)C)c2O[C@H]1CN(C)C(=O)Nc1ccc2c(c1)OCO2	1.6	-0.3	2	-5	-5	-3	-3	7
39	O=C1[C@H]2[C@H](C=CC[C@H]2C(=O)N2CCN(c3ccccc3)CC2)CCN1Cc1ccc(Cl)c(Cl)c1	2.8	0.0	-2	0	-16	-2	·	-12
40	CC(=O)N1CCN(c2ccccc2NC(=O)c2cccc3c(Cl)cccc23)CC1	-1.5	0.1	12	1	-15	-2	-1	-4
41	O=C(C1CCCC1)N1CCCCN2[C@@H](CO)[C@H](c3ccc(-c4cccc(F)c4)cc3)[C@@H]2C1	0.1	·	·	-1	·	-8	11	45
42	CC(=O)c1ccc(S(=O)(=O)Nc2ccc(C(=O)NCC(c3ccccc3)N(C)C)cc2)cc1 (stereo not given)	-2.2	0.1	-6	0	-16	1	0	7
43	CN(C)C(=O)c1cc(-c2ccccc2)no1	2.4	0.1	27	0	9	11	-4	-4
44	Cc1cc(NC(=O)COC(=O)c2ccccc2Cl)no1	1.4	0.1	-6	2	3	10	-3	-20
45	CO[C@@H]1CC[C@@H]2CCOc3ccc(C#N)cc3C(=O)N(C)[C@@H](C)C(=O)N(C)C[C@H]1O2	·	0.8	-6	-2	7	6	2	1
46	C[C@@H]1CCCCO[C@@H](CN(C)Cc2ccc(C(=O)O)cc2)[C@@H](C)CN([C@@H](C)CO)C(=O)c2cc(NC(=O)Nc3cccc4ccccc34)ccc2O1	0.8	0.1	-4	-3	-12	2	16	-5
47	COc1cccc(CNC(=O)C[C@H]2CC[C@H](NC(=O)C3CCC3)[C@@H](CO)O2)c1	1.4	0.1	-7	7	0	-7	0	2
48	O=C(Nc1ccccc1O)c1nc(Cl)ccc1Cl	0.5	0.2	·	4	2	·	-10	6
49	COc1ccc(C(=O)Nc2ccc3nc(N4CCCCC4)cc(C)c3c2)cc1OC	·	0.0	·	·	-22	13	9	·
50	N#Cc1ccsc1NC(=O)CN1CCN(c2ccccc2)CC1	-6.1	0.1	0	-3	-2	·	-3	-24
51	CCS(=O)(=O)Nc1ccc2c(c1)C(=O)N(C)C[C@@H](OC)[C@H](C)CN(C(=O)CN(C)C)[C@H](C)CO2	2.3	0.4	0	1	5	0	-1	3
52	Cc1ccccc1CCNC(=O)CCn1nc(C)c2c(C)n(-c3ccccc3)nc2c1=O	-4.1	0.1	-2	-2	-6	-5	9	-7
53	O=C(c1cc(C2CC2)on1)N1CCN(C(c2ccccc2)c2ccccc2)CC1	-3.0	0.8	3	-4	-24	0	-4	-19
54	COc1ccc(OC)c2sc(NC(=O)c3ccc(Cl)s3)nc12	1.5	0.0	5	7	-5	-14	3	-10
55	CN1CCCCC(NC(=O)c2ccc(C#N)cc2)C1=O (stereo not given)	-2.8	0.3	·	-3	-7	·	·	-36
56	COc1ccccc1NC(=S)N(CCCN1CCOCC1)Cc1cccs1	-0.7	?	·	-3	-2	·	-9	-7
57	Cc1cccc(-n2c(N)cc(=O)[nH]c2=S)c1C	·	·	0	·	17	-2	-27	·
58	O=C(NCCN1CCOCC1)c1ccccc1N1C(=O)[C@@H]2Cc3c([nH]c4ccccc34)C(c3cccc(Cl)c3)N2C1=O (stereo not given in full)	0.2	·	-2	0	·	-4	·	-18
59	CN1C(=O)c2cc(NC(=O)NC3CCCC3)ccc2OC[C@@H]2O[C@H](CC(=O)NCC3CC3)CC[C@@H]21	-1.6	0.2	-1	1	-8	-9	-5	6
60	C=CCOc1cccc(C2C(C(=O)c3ccc(C)o3)=C(O)C(=O)N2CCN2CCOCC2)c1 (stereo not given)	-1.1	-0.1	-3	2	8	-6	·	-84
61	CCN(CC)CCCNC(=O)c1ccccc1NC(=O)C1=CSCCO1	0.5	0.0	-6	1	6	-2	0	0

# Screens as filed in PubChem BioAssay.
